Assay outcomes: PubChem BioAssay, National Center for Advancing Translational Sciences (NCATS)
KDM5B inh – blocks human KDM5B histone demethylase activity; Q9UGL1; KDM5B demethylase, FDH-coupled NADH fluorescence (FDH is formaldehyde dehydrogenase); Potency, µM (doses to about 57.7 µM), for the others: at the highest dose activity change, negative = inhibition, usual class: inhibitors; actives 2.6% (n = 220,000); active means well fitted inhibition curve with a large enough effect; inconclusive means small, poorly fitted or top-dose-only effect; inactive means no such curve, though single readings can be large or run the other way; further: 0% is about no effect; nearly all actives have a fitted effect of over 70% in size
Target sequence (Q9UGL1 whole entry, looked up): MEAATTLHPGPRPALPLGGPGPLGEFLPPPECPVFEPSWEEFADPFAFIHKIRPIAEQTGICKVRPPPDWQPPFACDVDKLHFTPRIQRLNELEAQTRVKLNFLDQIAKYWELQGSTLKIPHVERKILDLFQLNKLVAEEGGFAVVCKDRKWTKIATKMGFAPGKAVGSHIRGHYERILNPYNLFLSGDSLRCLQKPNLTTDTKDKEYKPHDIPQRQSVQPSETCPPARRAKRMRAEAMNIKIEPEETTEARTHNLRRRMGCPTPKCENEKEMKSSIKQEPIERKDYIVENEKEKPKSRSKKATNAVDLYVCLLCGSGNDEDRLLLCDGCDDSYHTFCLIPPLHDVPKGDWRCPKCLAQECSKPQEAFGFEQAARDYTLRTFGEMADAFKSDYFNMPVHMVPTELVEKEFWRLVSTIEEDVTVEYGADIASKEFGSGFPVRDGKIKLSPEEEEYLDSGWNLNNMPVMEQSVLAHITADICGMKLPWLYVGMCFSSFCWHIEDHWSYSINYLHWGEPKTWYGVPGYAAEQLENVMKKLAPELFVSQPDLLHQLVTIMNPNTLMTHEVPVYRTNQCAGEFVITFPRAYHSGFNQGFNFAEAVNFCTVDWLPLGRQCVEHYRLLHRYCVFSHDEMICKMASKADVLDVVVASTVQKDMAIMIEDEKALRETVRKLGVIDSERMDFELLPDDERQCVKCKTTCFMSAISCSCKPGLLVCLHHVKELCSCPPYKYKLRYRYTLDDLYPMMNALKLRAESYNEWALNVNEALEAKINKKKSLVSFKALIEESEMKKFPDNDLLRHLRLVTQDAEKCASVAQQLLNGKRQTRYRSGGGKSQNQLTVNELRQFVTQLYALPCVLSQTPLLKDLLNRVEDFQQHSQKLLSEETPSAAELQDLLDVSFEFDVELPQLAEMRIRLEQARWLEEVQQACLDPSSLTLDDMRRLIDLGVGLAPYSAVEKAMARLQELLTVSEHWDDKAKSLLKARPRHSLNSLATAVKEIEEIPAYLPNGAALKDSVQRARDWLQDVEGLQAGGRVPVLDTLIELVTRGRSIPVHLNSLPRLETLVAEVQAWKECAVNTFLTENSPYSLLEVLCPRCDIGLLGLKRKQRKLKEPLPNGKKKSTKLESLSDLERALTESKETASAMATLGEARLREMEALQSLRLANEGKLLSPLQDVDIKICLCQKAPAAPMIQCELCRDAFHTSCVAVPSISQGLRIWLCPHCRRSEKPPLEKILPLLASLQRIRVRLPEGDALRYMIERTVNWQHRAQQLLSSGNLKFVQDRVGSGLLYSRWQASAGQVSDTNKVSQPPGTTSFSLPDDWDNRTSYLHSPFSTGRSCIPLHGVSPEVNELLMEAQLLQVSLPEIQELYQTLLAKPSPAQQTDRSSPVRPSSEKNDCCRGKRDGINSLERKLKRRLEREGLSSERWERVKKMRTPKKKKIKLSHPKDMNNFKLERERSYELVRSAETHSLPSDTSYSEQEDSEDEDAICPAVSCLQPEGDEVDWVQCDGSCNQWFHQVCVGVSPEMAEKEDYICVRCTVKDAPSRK
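Compound dilutions met 200 nM (final) KDM5BΔAP for 10 min at room temperature before substrate addition. The substrate mix held 12.5 µM H3K4me3 with cofactors 25 µM α-ketoglutarate and 50 µM Fe²⁺. NADH signal gain over 30 min defined activity.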
Active calls of the source: *; i = inactive; ? = inconclusive; [ ] = another dose, or the depositor's remark. Potency means the concentration at half of the fitted maximal effect. Not all compounds are listed; rates above refer to the full screens.

KDM5B inh | SMILES
27.4% | CC(NC(=O)C1CCCCC1)C12CC3CC(CC(C3)C1)C2 (stereo unspecified)
? | Cc1sc(NC(=O)c2ccco2)c(C(Nc2ccccn2)c2ccccc2)c1C (stereo unspecified)
? | Cc1cccc(COc2ccc(/C=C(\C#N)c3nc4ccccc4[nH]3)cc2)c1
15.1% | CCc1ccc(S(=O)(=O)NCc2ccc(N3CCN(C)CC3)cc2)cc1
? | CCC(=O)NCc1ccc(-c2nc3ccccc3s2)cc1
-12.6% | CCC(C)NC(=O)NC1CCN(c2nc3ccccc3n(CC)c2=O)CC1 (stereo unspecified)
22.4µM* | O=C1Nc2ccc(-c3ccc4c(c3)OCO4)cc2C(=O)N2CCN(C(=O)C3CCCC3)C[C@@H]12
24.8% | CC(C)(C)NC(=O)NC(=O)CSC1=Nc2ccccc2CS1
-24.8% | COC(=O)c1cccc(NC(=O)Nc2cc(-c3nc4cc(C)ccc4o3)ccc2OC)c1
-18.8% | CCN(C(=O)c1cnc(N2CCOCC2)c2ccccc12)c1ccccc1C
? | COc1cccc(CN2C[C@@H](CO)[C@H](NC(=O)C3CC3)C2)n1
-16.4% | CSc1ccc(CCNc2ncnc3onc(C)c23)cc1
-11.3% | CCOc1ccccc1CNC(=O)CCCn1ncn2c(cc3occc32)c1=O
5.8% | CCn1c(SCC(=O)c2sc3ccccc3c2C)nnc1C1CC1
-15.1% | O=C(CSc1n[nH]c(-c2cccnc2)n1)Nc1ccc([N+](=O)[O-])cc1Br
-29.6%[86.2 µM] | CC(C)CN=C1S[C@H]2[C@H]([C@@H](O)[C@H](O)C[C@@H]2C(N)=O)N1Cc1ccc(F)cc1
-7.8% | Cc1oc2cc(OCC(N)=O)ccc2c(=O)c1Oc1ccc(C(C)C)cc1
? | COc1ccc(NC(=O)c2ccc3c(c2)c(C)c(C)n3Cc2ccc(F)cc2)c(OC)c1
-46.3% | CC1(C)C2CCC(C2)C1C/C=N/NC(N)=S (stereo unspecified)
14.6% | COc1ccc(-c2nc3c(c(SC(C)C(=O)Nc4ccc(C)cc4)n2)COC(C)(C)C3)cc1 (stereo unspecified)

Compounds listed so far that have fluorine:
KDM5B inh | SMILES
-29.6%[86.2 µM] | CC(C)CN=C1S[C@H]2[C@H]([C@@H](O)[C@H](O)C[C@@H]2C(N)=O)N1Cc1ccc(F)cc1
? | COc1ccc(NC(=O)c2ccc3c(c2)c(C)c(C)n3Cc2ccc(F)cc2)c(OC)c1

The list continues.
KDM5B inh | SMILES
? | O=C(C1CCCC1)N1CCC2(CC1)NCc1ccccc1NC2=O
-18.4%[86.2 µM] | Cc1csc(NC(=O)c2cnc3c(c2)N(C(=O)CCc2ccccc2)CCC3)n1
-5.3%[86.2 µM] | CCN(CC)C(=O)[C@@H](C)C1CC[C@@]2(C)Cc3sc(N)nc3[C@@H](C)[C@@H]2[C@H]1O (stereo partly specified)
-7.2% | Cc1cccc(N2CCN(C(=O)CN3C(=O)CSc4c3c(C)nn4-c3ccccc3)CC2)c1C
6.6% | COc1ccccc1-c1noc(-c2ccc(N3CCN(c4ccccc4)CC3)c([N+](=O)[O-])c2)n1
? | C=CCC1Cc2c(N)cccc2C(CC=C)N1 (stereo unspecified)
-2.9% | CCN(CC)C(=O)CN1CCN(c2nc(-c3ccccn3)nc3scc(-c4ccccc4)c23)CC1
12.2% | COc1ccc(CCNC(=O)c2cc[nH]c2C2CCCN(C(C)=O)C2)c(OC)c1 (stereo unspecified)
15.8% | O=C(NCCc1ccc(Cl)cc1)c1cc(-c2ccc(Cl)cc2)n[nH]1
-2.3% | CCc1nccn1S(=O)(=O)c1cc(Br)ccc1Br
-12.4% | O=c1c2cc3c(cc2n(Cc2cccc(F)c2)c(=O)n1Cc1nc(-c2ccccc2)no1)OCO3
? | COCc1cc(C)nc2c1C(=O)NC(c1ccc(C)cc1)N2Cc1ccccc1 (stereo unspecified)
-12.6% | O=C(NCC1(Cn2cccn2)CC1)c1ccc(C2CCNC2)cc1 (stereo unspecified)
? | CCOc1ccc(NCc2cccn2-c2nnc(N3CCC(C(=O)NCCc4ccc(OCC)c(OCC)c4)CC3)s2)cc1
11.3% | Cc1cccc(N(CC(=O)NC2CCCC2)C(=O)CNC(=O)c2ccco2)c1C
-9.1% | Cc1oc2c(c1C(=O)NCc1cccnc1)CN(Cc1ccc(F)cc1)CC2
17.8% | CCCNC(=O)C(N)Cc1c[nH]c2ccccc12 (stereo unspecified)
21.9% | O=C(CC[C@H]1NC(=O)c2ccccc2NC1=O)NCCc1nc2ccccc2[nH]1
-7.7% | COc1ccc(C(=O)Cn2c(=O)oc3cc(S(=O)(=O)N4CCOCC4)ccc32)cc1F
-1.3% | CCOc1ccc(NC(=O)c2ncoc2-c2cccs2)cc1

Three compounds already listed, arranged by their value in KDM5B inh, high to low.
| structure | KDM5B inh |
| --- | --- |
| CCN(CC)C(=O)CN1CCN(c2nc(-c3ccccn3)nc3scc(-c4ccccc4)c23)CC1 | -2.9% |
| Cc1cccc(N2CCN(C(=O)CN3C(=O)CSc4c3c(C)nn4-c3ccccc3)CC2)c1C | -7.2% |
| O=c1c2cc3c(cc2n(Cc2cccc(F)c2)c(=O)n1Cc1nc(-c2ccccc2)no1)OCO3 | -12.4% |

New compounds follow:
KDM5B inh | SMILES
20.7% | CCc1ccc(NC(=O)Cn2ccn(-c3cccc(OC)c3)c(=O)c2=O)cc1
-13.0% | Cc1ccc(NC(=O)Cn2nc3n(c2=O)CCCCC3)cc1F
? | Cc1ccc(-c2nc3ccccn3c2Nc2ccc3c(c2)OCCO3)o1
-18.5% | CN(CCO)Cc1cc(=O)oc2cc3c(cc12)CCC3
-1.0%[115 µM] | O=C(c1ccc2c(c1)OCO2)N1CCC2(CC(c3cccnc3)=NO2)C1 (stereo unspecified)
-7.4%[86.2 µM] | Cc1nc(CN2CCOc3cc([S+](=O)([O-])N(C)C)ccc3C2)cs1
-14.2% | C=CCN1CC2(CCC1=O)CCN(C(=O)[C@H](N)c1ccccc1)CC2
? | COc1ccc(-c2csc(N3N=C(C)CC3c3cc(OC)c(OC)c(OC)c3)n2)cc1 (stereo unspecified)
11.5% | Cn1nc2n(c1=O)CCN(C(=O)c1cc(C3CC3)[nH]n1)CC2
-33.7% | COc1cc(C(=O)NC2CCN(c3cc(-c4ccccc4)[nH]n3)CC2)cc(OC)c1OC
? | COc1cc(NC(=O)CN2C(=O)c3ccccc3Sc3ccc(C(=O)N4CCCC4)cc32)cc(OC)c1
18.1% | Cn1nc(C(=O)NCCc2cccs2)c2ccccc2c1=O
11.7% | O=C(COC(=O)c1ccc(F)cc1[N+](=O)[O-])c1ccc(Br)cc1
? | COc1ccc2c(c1)Cc1sc(NC(=O)c3cccc(C)c3)nc1-2
15.4% | Cc1cc(C)c2c(n1)SCC(=O)N2CCCC(=O)NCc1ccccc1Br
-3.5% | Cc1c(CN2CCC(N(C(=O)NCCc3ccccc3)C3CCOCC3)CC2)cnn1C
-0.9% | O=C(CC(=O)c1ccc(Cl)cc1)c1ccc(Cl)cc1
-21.3% | COc1ccc(OC)c(/C=C/c2nc3ccccc3c(=O)n2-c2ccc(F)c(Cl)c2)c1
-12.8% | COc1ccc(-n2c(=O)c3c4c(sc3n(Cc3c(F)cccc3Cl)c2=O)CN(C(C)=O)CC4)cc1OC
13.7% | COc1ccc(N(C(C)C(=O)N(C)Cc2ccccc2)S(C)(=O)=O)cc1 (stereo unspecified)

A run of entries of the results above:
KDM5B inh | SMILES
20.7% | CCc1ccc(NC(=O)Cn2ccn(-c3cccc(OC)c3)c(=O)c2=O)cc1
-13.0% | Cc1ccc(NC(=O)Cn2nc3n(c2=O)CCCCC3)cc1F
? | Cc1ccc(-c2nc3ccccn3c2Nc2ccc3c(c2)OCCO3)o1
-18.5% | CN(CCO)Cc1cc(=O)oc2cc3c(cc12)CCC3
-1.0%[115 µM] | O=C(c1ccc2c(c1)OCO2)N1CCC2(CC(c3cccnc3)=NO2)C1 (stereo unspecified)
-7.4%[86.2 µM] | Cc1nc(CN2CCOc3cc([S+](=O)([O-])N(C)C)ccc3C2)cs1
-14.2% | C=CCN1CC2(CCC1=O)CCN(C(=O)[C@H](N)c1ccccc1)CC2

(cont.)
KDM5B inh | SMILES
33.7%[activator] | O=C(CN1C(=O)c2ccccc2S1(=O)=O)N1CCCCC1
-20.2% | O=C([C@@H]1C[C@H](Oc2cccnc2)CN1)N1CCOCC1
-4.5% | CC1=C(C(=O)N2CCN(c3ccccc3)CC2)C2(CCCCC2)OC1=O
6.6% | CCCN(CCC)CCNC(=O)CN1C(=O)COc2ccc(S(=O)(=O)N3CCC(C)CC3)cc21
5.8% | O=C(Cn1cc(Br)c(=O)[nH]c1=O)N1CCCCCC1
-12.8%[86.2 µM] | O=C(c1cccnc1)N1CC[C@H](c2nc3ccccc3o2)C1
-8.7% | O=C([C@@H]1C[C@H](Oc2cccnc2)CN1C(=O)Nc1ccccc1F)N1CCCC1
-26.8% | CC(NC(=O)c1ccccc1C(F)(F)F)C1CC2CCC1C2 (stereo unspecified)
-16.6% | Cc1ccc(CNC(=O)C(=O)NCC(c2cccs2)S(=O)(=O)c2cccs2)cc1 (stereo unspecified)
? | Nc1nccnc1C(=O)NCc1ccc(C(F)(F)F)cc1
-12.8% | Cc1nc([C@@H]2CN(S(=O)(=O)c3ccc4c(c3)CCCC4)C[C@H]2C(N)=O)n[nH]1
-30.7% | CN(Cc1ccccc1)C(=O)C[C@@H]1c2nc(NC(=O)C3CCC3)sc2C[C@@H]2[C@](C)(CO)[C@H](O)CC[C@]21C
-15.3% | Cc1cccc(S(=O)(=O)N2CCN(C3CCN(Cc4ccccn4)C3=O)CC2)c1 (stereo unspecified)
-21.0% | CCc1ccccc1NC(=O)CSc1nc2ncccc2o1
-19.9%[86.2 µM] | OC(c1cccc(C(F)(F)F)c1)c1nc(Nc2ccncc2)n[nH]1 (stereo unspecified)
28.2µM* | O=C(CCNc1c(-c2cccc(F)c2)nc2cnccn12)NCc1ccccc1F
-15.9% | CCOc1cc(C(=O)NCc2ccc3c(c2)CCN3C(=O)c2ccc(F)cc2)cc(OCC)c1OCC
-10.0% | Cc1nnc(N2CCN(C(=O)Nc3ccccc3)CC2)c2nn(-c3ccc(Cl)cc3)c(C)c12
11.0% | O=C(NCC1CCCO1)C1CCCN(S(=O)(=O)c2cccc(C(F)(F)F)c2)C1 (stereo unspecified)
? | Cc1cc(C)n2c(C(=O)N[C@@H]3COCC[C@@H]3OCc3ccccc3)nnc2n1
? | CCN(CCCNC(=O)Cn1ncc2c([nH]c3ccc(C)cc32)c1=O)Cc1ccccc1
7.2% | Cc1ccccc1CC(=O)NC(C)C1CCCO1 (stereo unspecified)
? | COc1ccccc1CNC(=O)c1oc2c(c1C)-c1nn(Cc3ccc(Cl)cc3)cc1CC2
-2.9% | CCc1ccccc1NC(=O)Cn1nnc(-c2nc(-c3ccncc3)no2)c1N
5.5% | CC(C)(C)c1ccc(-c2noc(CCC(=O)Nc3cccc(Cl)c3)n2)cc1
12.5% | Cc1ccc(C(=O)N2CCCC2)cc1S(=O)(=O)N1CCCCC1
9.6%[115 µM] | COc1ccc(C2(C(=O)NCc3cc(F)cc(F)c3)CCOCC2)cc1
25.1% | COCC1CN(C(C)=O)CC12CCN(C(=O)CSC)CC2 (stereo unspecified)
-13.2% | Cc1ncsc1CN1CCC(C(=O)N2CCCCCCNC(=O)CC2)CC1
-8.3% | COC1CCN(c2ncc(C(C)(C)C(=O)O)c(N3CCOCC3)n2)CC1
32.2% | CN(C)C(C(=O)NCc1cc(F)c(F)c(F)c1F)c1cccc(F)c1 (stereo unspecified)
-3.0% | Cc1cc(C)cc(-n2ncc3c(OCC(=O)NC4CCS(=O)(=O)C4)ncnc32)c1 (stereo unspecified)
-6.2% | Cc1sc2ncn(CCC(=O)NCc3ccc(CN4CCCCC4)cc3)c(=O)c2c1C
i | N#Cc1nc(/C=C/c2ccc(Cl)cc2)oc1N1CCN(C(=O)c2ccco2)CC1
-23.1% | CCCCOc1ccc(C(=O)N2CCN(CCc3ccncc3)CC2)cc1
-11.8%[86.2 µM] | O=C1CO[C@H]2CCN(Cc3ccc4c(c3)CCO4)CC[C@@H]2N1Cc1ccc(O)cc1
-7.4% | COc1ccc(NC(=O)C2CCCN(c3cnn(Cc4ccccc4)c(=O)c3)C2)cc1OC (stereo unspecified)
-4.7% | COc1ccc(Cn2c(C)c3c(=O)n(-c4ccc(Cl)cc4)[nH]c3cc2=O)cc1
-11.4% | COc1ccc(-c2cc3nc(-c4ccc(C)cc4)cc(C(F)(F)F)n3n2)cc1
-9.6% | Cc1cn2nc(C(=O)N3CCC(C(=O)NC4CCCCCC4)CC3)cc2c(=O)[nH]1
-27.6% | CCOC(=O)Cn1c(=O)c2c3c(sc2n(CCN2CCCC2)c1=O)CC(C)CC3 (stereo unspecified)
1.0% | Cc1ccc(Nc2ncnc(-n3cccc3)n2)cc1Cl
2.4% | CC(C)(C)NC(=O)c1nn(-c2ccccc2)c(=O)c2ccccc12
-3.1% | Cc1ccccc1C(=O)N1CCC[C@H]1c1nc(-c2ccc(F)cc2)no1
-15.8% | CCCOc1ccc(-c2cccc(NS(=O)(=O)c3ccc(CC)cc3)c2)nn1
13.1% | COCCc1noc(C2CN(C(=O)C(C)C)C2)n1
? | COc1ccc2c(=O)cc(-c3ccc(C)cc3)oc2c1
0.4% | CCN(Cc1cnn(C)c1)C(=O)c1coc(COc2cccc(C(F)(F)F)c2)n1
-12.8% | Cc1cc(C(=O)OCC(=O)NC(=O)c2ccccc2)c2ccccc2n1
-6.1% | O=C(Nc1ccc(OC(F)(F)F)cc1)N1CC[C@H]2COC(=O)N2c2cc(F)ccc2C1
18.4% | Cc1ccsc1CNCCCN(C)C
-9.5% | COc1cccc(C(=O)N2CC(=O)Nc3ccc(C)cc3C2c2ccc(F)cc2)c1OC (stereo unspecified)
